# RAD52 inh: blocks human RAD52 DNA annealing. P43351. recombinant RAD52 DNA annealing, FRET fluorescence. inhibition, % at 18.7 µM. 0.46% of 360,000 active. AID 651710;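 active means every replicate showing at least 50% inhibition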
# PglD inh: blocks C. jejuni PglD acetyltransferase activity. purified PglD enzyme, DTNB colorimetric CoA detection. inhibition, % at 12.5 µM. 0.098% of 360,000 active. AID 602405; in the data active means inhibition above about 16%, passing the limit was not always enough; further: strong numbers were not always called active
# ERAP1 HTS inh: ERAP1 (human) enzyme inhibition; inhibition, % at 10.7 µM; Q9NZ08; AID 652197; recombinant ERAP1, Leu-AMC fluorescence, 60 min; 0.15% of 340,000 active;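 active means mean replicate inhibition of at least 30%, or all replicates individually reaching that 30% level; inactive means mean below 30% and not every replicate reaching it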;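 further: 0% = neutral control wells and 100% = L-leucinethiol positive control wells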
# RAD54 inh: RAD54 (human) branch migration inhibition; Q92698; RAD54 Holliday junction branch migration, FAM/BHQ fluorescence; inhibition, % at 10.4 µM; 0.14% of 360,000 active; AID 602329;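 active means mean normalized replicate activity at least 40 and at least half of replicates scoring 40 or more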;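 further: 0% = median of neutral control wells and 100% = median of positive control wells; inhibitors cause a drop in the FAM fluorescence signal; in these data hits start at about 50%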
# Target sequence (Q92698 whole entry, looked up): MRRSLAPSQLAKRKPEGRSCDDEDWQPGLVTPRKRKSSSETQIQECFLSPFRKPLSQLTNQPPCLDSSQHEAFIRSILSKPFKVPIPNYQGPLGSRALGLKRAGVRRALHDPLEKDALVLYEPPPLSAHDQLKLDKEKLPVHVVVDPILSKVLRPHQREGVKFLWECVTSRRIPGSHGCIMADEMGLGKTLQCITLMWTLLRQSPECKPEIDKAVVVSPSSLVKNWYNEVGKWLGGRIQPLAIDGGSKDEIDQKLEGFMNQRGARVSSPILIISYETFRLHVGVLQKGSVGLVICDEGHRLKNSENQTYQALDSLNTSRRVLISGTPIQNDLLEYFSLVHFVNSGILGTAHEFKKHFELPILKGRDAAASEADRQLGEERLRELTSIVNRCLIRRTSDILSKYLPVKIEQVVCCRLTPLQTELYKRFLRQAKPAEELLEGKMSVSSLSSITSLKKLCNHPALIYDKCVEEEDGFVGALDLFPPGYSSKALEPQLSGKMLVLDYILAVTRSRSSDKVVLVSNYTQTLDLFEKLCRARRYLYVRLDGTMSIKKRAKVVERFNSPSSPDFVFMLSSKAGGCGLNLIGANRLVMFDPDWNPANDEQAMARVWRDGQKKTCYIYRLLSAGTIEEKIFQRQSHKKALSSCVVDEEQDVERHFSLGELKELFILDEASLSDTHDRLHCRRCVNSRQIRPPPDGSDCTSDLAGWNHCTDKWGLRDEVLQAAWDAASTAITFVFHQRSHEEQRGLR
# Cneo AK release: Cryptococcus neoformans lysis via adenylate kinase release. C. neoformans lysis, adenylate kinase release luminescence, 4 h; normalised: neutral wells 0, clomiphene wells 100. lysis activity, % at 15 µM. 0.2% of 360,000 active;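 active means mean lysis activity across replicates of at least 80%, whatever share of replicates individually reach that level; inactive means mean lysis activity below 80%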
#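 Material: C. neoformans cells; Schedule: 4 h static compound exposure, 37 °C, read 1 h post-reagent; Measured by: adenylate kinase release luminescence; Read-out: signal increase indicating cell lysis; Controls: Clomiphene as positive lysis control.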
# PGC1a acetyl inh: modulators of PGC1a acetylation. inhibition, % at 15.6 µM. AID 651687. U2OS PGC1a acetylation, AlphaScreen anti-acetyl-lysine; with virally co-expressed GCN5 acetyltransferase. 0.17% of 350,000 active;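 active means every replicate shows inhibition of at least 40%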;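 further: 0% = neutral control wells and 100% = positive control wells; some results beyond the cut were filed as inactive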
# E-sel inducer: induces E-selectin expression in human endothelial cells; HUVEC E-selectin immunofluorescence imaging; normalized: neutral wells 0, TNF-alpha wells 100; activation, % at 7.58 µM; 0.37% of 260,000 active; AID 686992;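 active means mean E-selectin-positive cell signal at least 10% of the positive control, reached in at least 60% of replicates, without over 20% cell loss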;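 further: in these data hits start at about 27%; measured in HUVEC primary endothelial cells; signal is the percent of cells scored E-selectin positive by PE staining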
#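 assay system = HUVEC, human umbilical vein endothelial cells | input = 3,000 HUVEC seeded per well | medium = EGM-2 growth medium on 0.1% gelatin-coated wells | dosing = one compound dose added by pin transfer | signal = immunofluorescence imaging | read-out basis = % PE-positive cells | control set = TNF-alpha, DMSO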
# miR-122 sensor: blocks miR-122 activity in Huh7 sensor cells | Huh7 miR-122 Renilla luciferase sensor, 48 h; neutral wells = 0, positive control = 100 | activation (reporter increase), % at 12.5 µM | 0.3% of 340,000 active | AID 602342;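 active means mean replicate activation score at least 90 and every replicate individually at or above 90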;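 further: higher luciferase means less miR-122 activity so hits act as miR-122 inhibitors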
# An asterisk follows results filed as active; . = not tested or not shown; & = joins results of further samples; [ ] = another dose, or the depositor's remark.
molecule	miR-122 sensor	ERAP1 HTS inh	PGC1a acetyl inh	E-sel inducer	PglD inh	RAD52 inh	RAD54 inh	Cneo AK release
NS(=O)(=O)c1ccc(-c2ccc(C=C3C(=O)NC(=O)NC3=O)o2)cc1	10	5	-7	-0.1	-1	-59	-11	-1
Cc1nc2ccc(Cl)cc2c(=O)n1-c1ccc([N+](=O)[O-])cc1	-6	2	1	0.0	-2	-3	-1	3
COc1ccc(CN2C(=O)NC(=O)/C(=C/c3ccc([N+](=O)[O-])s3)C2=O)cc1	-1	0	6	.	0	-90	-19	6
N#Cc1cccc(-c2ccc([C@@H]3[C@@H](CO)N4CCCCN(C(=O)Cc5ccccc5)C[C@H]34)cc2)c1	-11[16.7 µM]	-3	3	-0.5	2	-44	-1	1
O=C1NC(=O)N(C2CCCCC2)C(=O)C1C1c2ccccc2C(=O)N1Cc1ccccc1 (configuration not stated)	2	.	9	.	5	.	-9	-2
COc1ccc(-n2nnnc2C(c2cccc3ccccc23)N2CCC(n3c(=O)[nH]c4ccccc43)CC2)cc1 (configuration not stated)	-6	.	-8	4.3	-8	-6	0	0
C=CCn1c(O)c(C(C)=NCc2cc(OC)cc(OC)c2)c(=O)[nH]c1=O	0	.	36	-1.8	3	.	-8	-2
COC(=O)[C@@H]1[C@@H](CO)[C@@H]2Cn3c(ccc(-c4ccc(F)cc4)c3=O)[C@H]1N2Cc1cccnc1	.	2	.	0.3	3	3	2	-2
O=c1c2ccccc2nc(/C=C/c2ccc(O)cc2)n1-c1ccc(O)cc1	.	6	.	.	1	-9	4	-3
CCn1c(O)c(C=NCCN2CCOCC2)c(=O)n(CC)c1=S	-6	.	2	.	-4	-42	-8	8
COC(=O)C1=C(c2ccc(F)cc2OCc2ccccc2)C[C@@H]2CC[C@H]1N2C(=O)NCc1ccc([N+](=O)[O-])cc1	-6	1	-14	0.1	0	-1	9	1
Cc1ccccc1S(=O)(=O)N1[C@@H]2c3ccc(-c4cccnc4)c(=O)n3C[C@H]1[C@H](CO)[C@H]2C(=O)O	-1[16.7 µM]	0	.	-0.1	-2	-8	-6	-2
Cc1ccccc1-c1nc2ccccc2c(=O)n1C	-5	0	0	.	-1	-10	-9	-3
COc1ccccc1OCC(=O)N1CCCC(N2CCN(c3ccc(F)cc3)CC2)C1 (configuration not stated)	1	-1	.	-0.1	-9	-9	-10	0
COc1ccc(CC2C(=O)N(c3ccccc3)C(=O)N(c3ccccc3)C2=O)c(OC)c1	10	.	-6	.	1	.	-8	1
O=C(c1cc2c(s1)CCCC2)N1CCC2(CC1)OCCO2	2	.	-20	.	1	.	-3	-1
CC(=O)N1CCN(CC(=O)Nc2ccc(C#N)c(Cl)c2)CC1	.	-4	38	-2.7	-3	-37	2	1
COc1ccc(C=O)cc1	2	.	-10	.	1	.	8	3
O=C(Cc1ccccc1)N1CCN(Cc2c[nH]c3ccccc23)CC1	-1	.	3	.	7	.	0	0
CC(C)n1nnnc1CN1CCN(C)CC1	-1	.	0	.	8	.	-1	0
CC(=NCC1CCCO1)c1c(O)n(-c2ccc(Cl)cc2)c(=O)[nH]c1=O (configuration not stated)	2	.	4	-2.5	9	.	-11	0
O=C1C=C(N2CC2)c2ccccc2C1=O	10	1	1	0.7	0	-31	4	-4
CN1CCCC1c1ccc(=O)[nH]c1 (configuration not stated)	-8	1	1	-0.1	5	-6	-9	0
CN1CCN(c2cc(N3CCNCC3)ccc2[N+](=O)[O-])CC1	-5	.	1	-0.1	-22	.	68*	4
CCOP(=O)(OCC)C(O)c1ccc(OC)cc1OC (configuration not stated)	-10	.	36	.	-4	.	-3	-1
Cc1oc(-c2ccccc2)nc1CN1C(=O)C(C)N=C(c2ccccc2F)c2cc(Cl)ccc21 (configuration not stated)	-4	-10	-14	0.1	.	7	-8	-2
Cc1ccc(NC(=O)N2CC2)cc1NC(=O)N1CC1	-7	-2	4	.	2	-2	-7	0
CCC(C(=O)N1C[C@H]2C[C@@H](C1)c1cccc(=O)n1C2)c1ccccc1 (some centres not stated)	-3	3	-1	.	0	-6	-12	-1
O=c1[nH]c2ccccc2n1C1CCN(C(c2nnnn2C2CCCC2)C2CC2)CC1 (configuration not stated)	-5	2	-10	-0.5	-1	-10	-4	1
N#Cc1ccc(NC(=O)CCNC(=O)c2ccco2)cc1Cl	.	3	.	.	0	-12	-3	1
Cc1cc(C)nc(N2Cc3ccccc3C2=N)n1	18	4	9	2.3	-2	-2	22	0
COC(=O)C1=C(c2c(C)noc2C)C[C@@H]2CC[C@H]1N2C(=O)NCCO	-9	.	8	.	-3	.	-12	0
CCN(CC)CC(O)c1ccc(C2CCCC2)cc1 (configuration not stated)	10	1	9	-1.2	4	6	8	7
CN1C(=O)CCC2(C)C1=CCC1C2CCC2(C)C1CCC2(C)O (configuration not stated)	-6	-2	9	-0.2	-2	-2	-14	-8
CN1CCN(CCC(C#N)(c2ccccc2)c2ccccc2)CC1	1	.	18	.	5	.	3	1
C[C@@H]1CN([C@H](C)CO)C(=O)CCCn2nncc2CO[C@H]1CN(C)C(=O)Oc1cccc2ccccc12	-3	5&0	23&-2&4	3.3&-0.1	3&-4	-8&-1	2&0	0&0
Cn1c(C(=O)O)c(CC(=O)N2CCN(Cc3ccccc3)CC2)c2ccccc21	0	.	16	.	5	.	-6	1
Cc1ccc(-c2nn(Cc3ccccc3)cc2C=O)cc1C	-8	2	.	.	4	-6	-10	-1
CN1C(=O)C(=Cc2ccc(N3CCOCC3)o2)C(=O)N(C)C1=S	-18	-1	-9	0.0	-6	-65	-10	0
COC(=O)C1=C(c2ccc(F)cc2OCc2ccccc2)C[C@@H]2CC[C@H]1N2C(=O)NC1CC1	1	-1	-5	0.0	1	-13	-3	1
Cc1cc(N=Nc2ccccc2C)ccc1N	0	.	-2	3.6	-12	-3	-21	-7
O=C(O)C(Cc1cnc[nH]1)NS(=O)(=O)c1ccc(Cl)cc1 (configuration not stated)	-1	-3	-1	0.6	-2	-8	-7	2
CC1CC(C)(O)CC(C(O)CC2CC(=O)NC(=O)C2)C1=O (configuration not stated)	-9	2	77*	2.1	.	-12	.	.
C=CCN1C(=S)N[C@@H]2c3ccccc3O[C@@]1(C)[C@@H]2C(=O)OCC	.	2	3	.	-1	15	7	56
COc1ccc(C2CC(c3c(O)n(CCc4ccccc4)c(=O)[nH]c3=O)=NN2)cc1OC (configuration not stated)	.	0	11	0.1	.	-92	.	.
COCCn1c(O)c(/C=N/NC(=O)CSC(=S)N2CCCC2)c(=O)[nH]c1=S	.	-1	.	0.0	-2	-220	-1	0
O=c1c2ccccc2nc(-c2ccc([N+](=O)[O-])cc2)n1-c1ccccc1	-8	0	-1	.	4	-4	-12	2
CC(=O)c1ccc(NC(=O)N2C[C@H]3C[C@@H](C2)c2cccc(=O)n2C3)cc1	-8	5	5	.	1	-8	-13	1
COc1ccc2c(c1)c(C(=O)O)c(C)n2C(C)C	1	.	-1	.	-1	.	-8	1
CCN(c1ccc(C(O)(C(=O)OC)C(F)(F)F)cc1)S(=O)(=O)c1ccccc1 (configuration not stated)	0	.	47	.	0	.	-4	-5

# Structures above that have a COOH group (4):
molecule	miR-122 sensor	ERAP1 HTS inh	PGC1a acetyl inh	E-sel inducer	PglD inh	RAD52 inh	RAD54 inh	Cneo AK release
Cc1ccccc1S(=O)(=O)N1[C@@H]2c3ccc(-c4cccnc4)c(=O)n3C[C@H]1[C@H](CO)[C@H]2C(=O)O	-1[16.7 µM]	0	.	-0.1	-2	-8	-6	-2
Cn1c(C(=O)O)c(CC(=O)N2CCN(Cc3ccccc3)CC2)c2ccccc21	0	.	16	.	5	.	-6	1
O=C(O)C(Cc1cnc[nH]1)NS(=O)(=O)c1ccc(Cl)cc1 (configuration not stated)	-1	-3	-1	0.6	-2	-8	-7	2
COc1ccc2c(c1)c(C(=O)O)c(C)n2C(C)C	1	.	-1	.	-1	.	-8	1

# (next part)
molecule	miR-122 sensor	ERAP1 HTS inh	PGC1a acetyl inh	E-sel inducer	PglD inh	RAD52 inh	RAD54 inh	Cneo AK release
COc1ccccc1CNC(=O)CCC(=O)N1C[C@H]2C[C@@H](C1)c1cccc(=O)n1C2	-9	0	10	.	1	-12	-8	3
C=CCn1c(O)c(C=Nc2c(C)n(C)n(-c3ccccc3)c2=O)c(=O)[nH]c1=O	-2	6	4	0.0	-3	-170	-14	-2
O=C1NC(=O)C2(C(=O)N1)C(c1ccc(F)cc1)NC(=S)NC2c1ccc(F)cc1 (configuration not stated)	17	.	.	.	4	.	5	18
CCOP(=O)(OCC)c1ccc(O)cc1	-2	3	.	.	3	-8	-1	1
C[C@]12CCC3C(CC[C@H]4C[C@@H](O)CC[C@]34C)C1CC[C@@H]2O (some centres not stated)	-10	-1	-21	0.1	-3	-35	7	-2
CCOc1ccc(N=C2SCCCN2C)cc1	11	.	-5	.	5	.	-3	0
OC1(c2ccccc2F)CC2CCC(C1)N2CCN1CCOCC1 (configuration not stated)	-7	.	-6	.	3	.	-6	0
C[C@H]1[C@@H](OS(=O)(=O)O)C[C@@H]2C[C@H]([C@@H](O)c3cc(=O)[nH]c(=O)[nH]3)NC3=NC[C@H]1N32	-28	.	94*	.	4	.	-9	0
COc1ccc(/C=N/N=C(/N)N[N+](=O)[O-])c(OC)c1	0	.	11	.	-2	.	-14	1
CC1=Nc2ccccc2/C1=C/c1c(O)n(C)c(=O)[nH]c1=O	-1	-3	.	.	-3	-101	-3	-1
CC1=C2C(=O)C3C(CC=C4CC(O)CCC43C)C2CCC12OC1CC(C)CNC1C2C (configuration not stated)	-2	1	-6	.	-3	-2	9	-7
COc1ccc(OC)c(CN2CCCC(C(=O)c3sccc3C)C2)c1 (configuration not stated)	1	-8	-12	.	.	-27	.	.
CC(C)N1C(=O)CCC1C(=O)N1CCC2(CC1)OCCO2 (configuration not stated)	-3	.	3	.	-4	.	0	2
O=C(Cc1ccccc1)N1CCN(C2CCCC2)CC1	-7	.	0	.	6	.	4	0
O=C(CN1CCN(Cc2ccc(Cl)cc2)C1=O)N1CCC2(CC1)OCCO2	-1	.	14	.	-3	.	2	-2
Cc1cccc(-n2c(O)c(C=NCCCN3CCOCC3)c(=O)[nH]c2=O)c1C	-5	.	9	.	3	.	-6	1
COc1cc2c(cc1O)C[C@H]1NCCc3cc4c(c-2c31)OCO4	-7	3	23	-0.1	1	89*	21	1
CN(C)CCN=Cc1c(O)n(C2CCCCCC2)c(=O)[nH]c1=O	-2	.	20	.	-5	.	1	4
CC(C)N1CCC2(CC1)NC(CO)(CO)CO2	1	.	-6	.	-2	.	-5	-7
COC1=CC(=O)OC(/C=C/c2ccccc2)C1 (configuration not stated)	-1	2	-7	-2.2	1	15	11	-1
CN1C2CCC1C(C(=O)O)C(O)C2 (configuration not stated)	-2	-2	-22	.	-2	-7	-14	-1
O=C(c1ccc2c(c1)OCO2)C1CCCN(Cc2ccc(F)c(F)c2)C1 (configuration not stated)	-2	0	3	-1.1	1	-13	-21	-2
CN(C)C(=O)Oc1ccc2c(c1)O/C(=C\c1cccc([N+](=O)[O-])c1)C2=O	.	1	.	-0.1	-1	-1	-1	0
C/C(=N\N1CCCCCC1)c1c(O)n(-c2ccccc2C)c(=O)[nH]c1=O	-2	3	3	-0.1	4	-6	1	2
COC(=O)c1nc(-c2ccc3c(n2)C(=O)C(N)=C(OC)C3=O)c(N)c(-c2ccc(OC)c(OC)c2O)c1C	-2	3	5	-0.2	-1	-6	-8	0

# The list is partial; rates above refer to the full screens.
